High-throughput results deposited in PubChem by Center for Chemical Genomics, University of Michigan.
Dicer processing = human Dicer pre-microRNA cleavage inhibition | Q9UPY3 | cat-ELCCA pre-miR-21 Dicer processing, chemiluminescence; active compounds read high | z-score at 25 µM | actives 6% (n = 47,000) | AID 1347074; in the data active = z-score above about 3, passing the limit was not always enough;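 also: plate controls were vehicle for no effect and no enzyme for full effect; higher signal means more uncleaved substrate so more Dicer inhibition; strong numbers were not always called active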
Target sequence (Q9UPY3 whole entry, looked up): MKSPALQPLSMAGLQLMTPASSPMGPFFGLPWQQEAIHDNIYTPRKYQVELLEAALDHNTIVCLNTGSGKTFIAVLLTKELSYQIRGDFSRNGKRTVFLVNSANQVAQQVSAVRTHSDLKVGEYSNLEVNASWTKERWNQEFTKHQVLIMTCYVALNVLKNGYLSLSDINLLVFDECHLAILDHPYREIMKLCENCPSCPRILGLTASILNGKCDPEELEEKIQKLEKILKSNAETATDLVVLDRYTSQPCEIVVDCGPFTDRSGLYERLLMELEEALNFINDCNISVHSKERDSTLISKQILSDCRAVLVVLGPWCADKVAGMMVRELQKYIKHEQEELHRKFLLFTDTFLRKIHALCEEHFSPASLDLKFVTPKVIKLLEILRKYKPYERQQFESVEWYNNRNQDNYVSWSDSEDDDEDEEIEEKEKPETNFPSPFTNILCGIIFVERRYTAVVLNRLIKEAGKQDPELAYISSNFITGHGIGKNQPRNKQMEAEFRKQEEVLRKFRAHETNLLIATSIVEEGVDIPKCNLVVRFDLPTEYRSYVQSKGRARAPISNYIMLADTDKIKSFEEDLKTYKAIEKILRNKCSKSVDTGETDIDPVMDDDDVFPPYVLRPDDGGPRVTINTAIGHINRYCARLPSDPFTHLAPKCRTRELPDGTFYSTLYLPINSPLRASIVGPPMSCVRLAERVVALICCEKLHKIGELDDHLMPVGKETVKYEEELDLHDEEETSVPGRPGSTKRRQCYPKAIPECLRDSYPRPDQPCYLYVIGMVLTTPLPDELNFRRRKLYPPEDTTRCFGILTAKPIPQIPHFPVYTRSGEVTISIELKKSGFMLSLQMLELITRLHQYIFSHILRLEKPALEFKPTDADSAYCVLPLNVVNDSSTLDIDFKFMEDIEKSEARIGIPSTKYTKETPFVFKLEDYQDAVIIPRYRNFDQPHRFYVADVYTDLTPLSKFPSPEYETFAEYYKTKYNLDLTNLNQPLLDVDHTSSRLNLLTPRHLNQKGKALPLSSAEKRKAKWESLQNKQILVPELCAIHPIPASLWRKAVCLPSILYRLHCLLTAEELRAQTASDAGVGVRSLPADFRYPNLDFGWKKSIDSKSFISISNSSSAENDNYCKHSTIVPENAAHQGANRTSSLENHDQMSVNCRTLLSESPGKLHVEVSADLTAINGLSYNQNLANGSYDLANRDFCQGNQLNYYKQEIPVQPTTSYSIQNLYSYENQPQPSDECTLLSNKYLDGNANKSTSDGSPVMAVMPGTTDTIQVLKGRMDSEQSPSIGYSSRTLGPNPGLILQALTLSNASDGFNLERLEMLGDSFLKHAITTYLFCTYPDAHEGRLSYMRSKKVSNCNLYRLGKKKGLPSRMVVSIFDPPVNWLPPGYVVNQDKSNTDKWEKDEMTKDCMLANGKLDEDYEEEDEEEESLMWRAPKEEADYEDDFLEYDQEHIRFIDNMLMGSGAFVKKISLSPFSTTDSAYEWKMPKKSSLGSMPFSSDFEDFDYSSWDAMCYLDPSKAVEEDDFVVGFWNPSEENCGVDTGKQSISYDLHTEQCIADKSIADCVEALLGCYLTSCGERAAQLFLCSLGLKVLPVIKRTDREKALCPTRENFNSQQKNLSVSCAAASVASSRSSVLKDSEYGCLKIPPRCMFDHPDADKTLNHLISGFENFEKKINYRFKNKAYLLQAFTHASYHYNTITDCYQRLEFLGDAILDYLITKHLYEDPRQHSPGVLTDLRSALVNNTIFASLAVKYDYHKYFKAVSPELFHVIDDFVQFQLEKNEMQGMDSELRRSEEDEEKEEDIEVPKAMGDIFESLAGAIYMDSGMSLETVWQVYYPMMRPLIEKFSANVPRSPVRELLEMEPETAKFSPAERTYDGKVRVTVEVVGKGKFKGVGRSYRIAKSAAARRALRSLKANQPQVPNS
* marks the source's active call; other numbers are inactive results; & = joins results of further samples.

SMILES	Dicer processing
CC1=CC(C)(C)Nc2ccc(OC(=O)c3ccc(F)cc3)cc21	2.2
C=CCN(C(=O)c1ccc(Cl)cc1)c1ccccc1C(=O)NCC(=O)O	-0.49
O=C(NC(=O)c1ccccc1N1CCCCC1)Nc1ccc(Cl)cc1	0.93
CCCCNC(=O)NS(=O)(=O)c1ccc(C)cc1	0.16
C=C(C(=O)O)C(O)CCCCOc1ccc(Cl)cc1 (stereo not given)	-1.3&-0.49
CCSCCOC(=O)C1=C(C)NC2=C(C(=O)CC(c3ccc(OC)cc3)C2)C1c1ccc(F)cc1 (stereo not given)	1.7
Cc1ccc2cccc(I)c2n1	0.9
O=C(CN1C(=O)C(=O)c2ccccc21)c1ccccc1	1.1
Cc1cc(C)c2c(N)c(C(=O)NNC(=S)Nc3ccccc3)sc2n1	5.6*
COC(=O)C1=C(C)NC2=C(C(=O)CC(c3ccccc3)C2)C1c1ccc(C)cc1 (stereo not given)	0.18
Cn1c2c(cc(C#N)c1=O)COC(C)(C)C2	-0.95
CC(C)(C)c1cc2ncnc(N3CCN(c4ncnc5cc(C(C)(C)C)sc45)CC3)c2s1	-0.57
CSc1ccc([N+](=O)[O-])cc1C(=O)/C=C/N(C)C	6.2*
CCCCN1C(=O)N(c2nnc(C(C)(C)C)s2)C(=O)C1c1ccc(Cl)c(Cl)c1 (stereo not given)	0.21
CCOCCOC(=O)C1=C(C)NC2=C(C(=O)CCC2)C1c1cc(Br)c(O)c(OCC)c1 (stereo not given)	2.2
COc1ccc(-c2nnc(SCC(=O)OC(C)C)o2)cc1	3.1*
COc1ccc(CN2CN=C(Nc3nc4ccccc4o3)NC2)cc1	0.58
O=C1c2oc3ccc(F)cc3c(=O)c2C(c2ccccc2F)N1CCCN1CCOCC1 (stereo not given)	0.8
N#Cc1ccc(-c2nc3ccccc3c(=O)[nH]2)cc1	0.3
O=C(/C=C/c1ccccc1)O/N=C/c1ccc(Cl)cc1	0.27
CCOC(=O)C1=C(C)NC2=C(C(=O)CC(C)(C)C2)C1c1cccc2ccccc12 (stereo not given)	-0.11
CC1(C)OC(=O)C(=C2SCCCS2)C(=O)O1	0.88
Cc1ccc(-c2nc3sc(C)c(C)c3c(=O)o2)cc1	0.59
CN(C)c1ccc(-c2nc3ccccc3c(=O)[nH]2)c(Cl)c1	-0.76
CC(C)c1ccc(C2N3CC4(C)CN2CC(C)(C3)C4)cc1 (stereo not given)	4.8*
SMILES	Dicer processing
CCOC(=O)C1=C(C)NC(=O)NC1c1ccc(C#Cc2ccccc2)s1 (stereo not given)	0.11
NC(=S)N/N=C1\CCc2ccccc21	0.22
O=C(Oc1ccc(OC(=O)c2cccnc2)c(Cl)c1)c1cccnc1	0.98
Cc1c(C#N)c(NC(=O)c2ccc(Cl)cc2)n(CC2CC2)c1C	0.46
CCCc1nnc(N2C(=O)c3oc4ccc(F)cc4c(=O)c3C2c2ccc(O)c(OCC)c2)s1 (stereo not given)	-0.13
Cc1[nH]c(=O)c(C#N)cc1-c1ccncc1	0.54
COc1ccc(NC(=O)NCc2c(-c3ccccc3)noc2C)cc1OC1CCCC1	-0.22
Cc1csc(NC(=O)COCC(=O)O)c1-c1nc2ccccc2s1	1.3
C=CCOc1ccc2c(=O)c(Oc3cccc(C)c3)c(C(F)(F)F)oc2c1	0.33
Cc1ccc(S(=O)(=O)NNC(=S)NCCc2ccccc2)cc1	2.4
C[C@@H]1[C@H](O)[C@@H](C)/C=C/C=C/C=C/C=C/C=C/C=C/C=C/[C@H](O[C@@H]2O[C@H](C)[C@@H](O)[C@H](N)[C@@H]2O)C[C@@H]2O[C@](O)(C[C@@H](O)C[C@@H](O)[C@H](O)CC[C@@H](O)C[C@@H](O)CC(=O)O[C@H]1C)C[C@H](O)[C@H]2C(=O)O	0.82
O=[N+]([O-])c1ccc2c(c1)S(=O)(=O)C=C2	1.2
CC(C)c1cc(=O)n2c([nH]c3ccccc32)c1C#N	0.16
O=C(Nc1cccc(Cl)c1)C1=CC(=O)N2CCCN=C2S1	-1.2
O=S(=O)(NCCCCNS(=O)(=O)c1cccc2cccnc12)c1cccc2cccnc12	5.5*
O=C(Nc1cccc(F)c1)c1sc2ccccc2c1Cl	4.1*
Cc1nn(C(=O)CNS(=O)(=O)c2ccc(Cl)cc2)c(C)c1Sc1ccc(Cl)cc1	1.7
CCOc1cc(CC(=O)N[C@@H](CC(C)C)c2ccccc2N2CCCCC2)ccc1C(=O)O	1.1
Cc1cc(C)c2c(c1)-c1cc(C)nn1C(c1ccc3c(c1)OCO3)N2 (stereo not given)	1.2
CCN(CC)CCCNC(=O)c1sc2ccccc2c1Cl	-0.79
CC1CC(=S)Nc2ccccc2S1 (stereo not given)	-0.07
O=C(O)CC1=C(Nc2ccccc2)C(=O)N(c2ccccc2)C1c1ccc(Br)cc1 (stereo not given)	-0.29
CCSc1nc2ccccc2n1CC(=O)O	3
Cc1ccc(S(=O)(=O)Nc2sc3c(c2C(=O)O)CCCC3)cc1	-0.16
Oc1ccc(N2Cc3ccccc3C2)cc1	-2.2

Sorted by formula weight (largest number first): part of the list above.
SMILES	Dicer processing
Cc1nn(C(=O)CNS(=O)(=O)c2ccc(Cl)cc2)c(C)c1Sc1ccc(Cl)cc1	1.7
O=C(O)CC1=C(Nc2ccccc2)C(=O)N(c2ccccc2)C1c1ccc(Br)cc1 (stereo not given)	-0.29
Cc1c(C#N)c(NC(=O)c2ccc(Cl)cc2)n(CC2CC2)c1C	0.46

(more compounds)
SMILES	Dicer processing
CC(C)OC(=O)c1cnn2c(C(F)(F)F)cc(-c3ccc(F)cc3)nc12	4.7*
CN(CCCCCCCCCCN(C)C(=O)Oc1cccc([N+](C)(C)C)c1)C(=O)Oc1cccc([N+](C)(C)C)c1	0.55
NC(=O)C1CCN(C2CC(=O)N(c3ccc(Br)cc3)C2=O)CC1 (stereo not given)	0.5
COc1ccc(Br)c(OC)c1C(=O)NC(=O)Nc1c(F)cccc1F	-0.93
COc1ccc2c(c1)C(=O)/C(=C/c1ccccc1)CC2	0.29
COc1c(N2CCNC(C)C2)c(F)cc2c(=O)c(C(=O)O)cn(C3CC3)c12 (stereo not given)	0.48
CCCNC(=O)NNC(=O)c1cccs1	-0.94
Cc1cc(C(=O)O)c(C)n1-c1cc(C(F)(F)F)cc(C(F)(F)F)c1	0.05
Cc1[nH]ccc(=O)c1OCc1ccccc1	0.43
CCOC(=O)c1cc2c(Cl)cc(Cl)cc2n1C(=O)OC(C)(C)C	-2.3
CCOC(=O)C(=CNc1ccc(OC)cc1[N+](=O)[O-])C(=O)OCC	-0.36
CC(C)=CCC/C(C)=C/COc1ccc2ccc(=O)oc2c1	-2.9
CCOC(=O)c1sc(N2C(=O)c3oc4ccc(F)cc4c(=O)c3C2c2ccc(O)cc2)nc1C (stereo not given)	2.4
COc1c(Br)csc1C(=O)NN	0.78
COC(=O)c1ccc(C(C)N(C)C)o1 (stereo not given)	2.3
COc1ccc(C2C=C(c3ccccc3)Nc3nnnn32)cc1 (stereo not given)	2.4
Cc1ccc(C(C)C)c(OCCCN2C(=O)C(=O)c3cccc(C)c32)c1	0.44
CC(C)N(C(=O)c1ccc(-c2ccccc2F)cc1)C(C)C	-1.2
O=c1cc(Nc2ccc(OC(F)(F)F)cc2)c2ccccc2o1	3.2*
COC(=O)c1ccccc1N1CC(C(=O)O)CC1=O (stereo not given)	2.3
O=C(N1CCCC1)C12CC3CC(CC(C3)C1)C2	0.21
CCOC(=O)N1CCc2c(sc3[nH]c(=S)n(Cc4ccccc4)c(=O)c23)C1	2.7
Cc1ccc(N2C(=O)C(=O)/C(=C(\O)c3ccccc3)C2c2ccc(N(C)C)cc2)cc1 (stereo not given)	-1
Cc1nn(C)c(NNC(=O)C(C)(C)C)c1[N+](=O)[O-]	-0.32
COc1ccc2c(c1)c(=O)oc1cc3occ(-c4ccccc4)c3cc12	1
SMILES	Dicer processing
Clc1ccc(-n2nnnc2/C=C/N2CCN(c3cccc(Cl)c3)CC2)cc1	-0.21
Cc1ccc(C)n1-c1cc([N+](=O)[O-])ccc1N1CCN(C(=O)N(C)C)CC1	0.36
COc1ccc(Oc2ccc([N+](=O)[O-])cc2C(=O)O/N=C(\N)c2ccc(C(C)(C)C)cc2)cc1	-0.91
CCn1c2ccccc2c2nnc(SCC(=O)NC(CC(C)C)C(=O)OC)nc21 (stereo not given)	43
CS(=O)(=NS(=O)(=O)c1ccc(S(=O)(=O)c2ccc(C(F)(F)F)cn2)s1)c1ccc(Cl)cc1 (stereo not given)	0.87
CN[C@@H]1[C@H](O[C@H]2[C@H](O[C@@H]3[C@@H](O)[C@H](O)[C@@H](N=C(N)N)[C@H](O)[C@H]3N=C(N)N)O[C@@H](C)[C@]2(O)CO)O[C@@H](CO)[C@H](O)[C@H]1O	1.5
CCCOCc1ccc(O)c2ncccc12	2
O=C(O)CCC(=O)N1c2ccccc2NC2=C(C(=O)CC(c3ccc(F)cc3)C2)C1c1cccnc1 (stereo not given)	0.12
C=CCOc1ccc(C2c3c(oc4ccccc4c3=O)C(=O)N2c2nncs2)cc1OC (stereo not given)	0.48
CC1CN=C(SCc2ccccc2)N1 (stereo not given)	1.1
COCCCNC(=S)NNC(=O)c1c(OC)cc(C(F)(F)F)cc1C(F)(F)F	-0.74
Cc1cc(Nc2ccccc2C(=O)O)n(-c2ccccc2)n1	0.77
CCn1c[n+](CC(O)COC2CCCCC2)c2cc(C)c(C)cc21 (stereo not given)	2.1
COC(=O)C1=C(C)NC2=C(C(=O)CC(C)(C)C2)C1c1ccc(C)o1 (stereo not given)	0.42
CCCc1[nH]nc2c1C(c1cccnc1)C(C#N)=C(N)O2 (stereo not given)	-1.4
Cc1ccc(S(=O)(=O)n2ccnc2)cc1C	0.23
CC(C)NC(=O)Oc1noc2ccccc12	0.76
CC(C)c1ccc(OCCCCCN2CCOCC2)cc1	-1.4
Cc1c(N2C(=O)c3cccc4cccc(c34)C2=O)c(=O)n(-c2ccccc2)n1C	4.4*
COc1ccc(C2CC(C(F)(F)F)n3ncc(C(=O)O)c3N2)cc1OC (stereo not given)	0.76
N#C/C(=C\N1CCc2ccccc2C1)C(=O)c1cccs1	0.66
COC(=O)c1cc(-c2ccc3c(c2)OCO3)no1	2.1
FC(F)(F)c1ccc2nc(-c3ccc(Cl)c(Cl)c3)cnc2c1	-1.2
Cn1c(SCc2nc(-c3ccccc3)no2)nnc1-c1cccs1	3.1*
CN1CCCC(CN2c3ccccc3Sc3ccccc32)C1 (stereo not given)	1.3
SMILES	Dicer processing
CCOc1ccc(N2C(=O)C3C(c4ccc(C)cc4)OC4(C(=O)c5ccccc5C4=O)C3C2=O)cc1 (stereo not given)	3.4*
Cc1nnc(Sc2ncc([N+](=O)[O-])s2)n1-c1ccc(OCc2ccccc2)cc1	-0.49
Cc1nc(/N=C/NO)c(Br)cc1Br	2.4
C=CCOc1cccc(C2c3c(oc4ccc(C)cc4c3=O)C(=O)N2Cc2ccc3c(c2)OCO3)c1 (stereo not given)	-0.04
O=C(NCc1ccc2c(c1)OCO2)C1CC(c2cccc(Br)c2)=NO1 (stereo not given)	-0.75
Cc1ccccc1OCC(O)Cn1c(CO)nc2ccccc21 (stereo not given)	-1.4
Cc1ccc(-c2noc(/C=C/c3ccccc3)n2)cc1	-0.01
Cc1ccc(-c2cnc(NCc3ccc(Cl)cc3)n2C)cc1	3.2*
CCOC(=O)c1[nH]c(Cc2[nH]c(C(=O)OCC)c(C)c2C)c(C)c1C	-0.8
COc1ccccc1NS(=O)(=O)c1ccc2c(c1)n(C)c(=O)n2C	0.97
Cn1nccc1NC(=S)Nc1ccc(Br)cc1OC(F)(F)F	1.2
Cc1ccsc1CNC(=O)CC(C)(C)CC(=O)O	0.62
Cc1csc2sc(-c3ccnc(SCc4ccccc4)n3)c(C)c12	0.18
COc1ccc(-c2ccc(-c3noc(-c4ccccc4OC)n3)c(OC)n2)cc1	-0.1
COc1ccccc1Nc1cccccc1=O	2.7
N#CCS(=O)(=O)c1cccc(Cl)c1	-0.17
COC(=O)[C@@H]1[C@H]2C[C@H]3c4[nH]c5ccccc5c4CCN3C[C@@H]2CC[C@@H]1O	11
Cn1ncc2c(O/N=C(\N)c3cc(C(F)(F)F)cc(C(F)(F)F)c3)ncnc21	-0.36
CCOC(=O)c1ccc2c(c1)[C@@H]1C=CC[C@@H]1[C@H](c1cccc(OC)c1OC)N2	0.9
OCCN1CCN(CC/C=C2/c3ccccc3Sc3ccc(C(F)(F)F)cc32)CC1	-1.1
O=S(=O)(c1ccc(Cl)cc1)N1CCc2sccc2C1c1ccc(Cl)cc1 (stereo not given)	-0.14
Cc1ccc(OCCCCc2c(C)n[nH]c2C)cc1C	-1.2
O=C1c2nc3cc(-c4ccccc4)[nH]n3c(=O)c2CN1Cc1ccccc1	-0.02

In the list so far, these contain two or more sulfur atoms:
SMILES	Dicer processing
Cc1cc(C)c2c(N)c(C(=O)NNC(=S)Nc3ccccc3)sc2n1	5.6*
CC(C)(C)c1cc2ncnc(N3CCN(c4ncnc5cc(C(C)(C)C)sc45)CC3)c2s1	-0.57
CC1(C)OC(=O)C(=C2SCCCS2)C(=O)O1	0.88
Cc1csc(NC(=O)COCC(=O)O)c1-c1nc2ccccc2s1	1.3
Cc1ccc(S(=O)(=O)NNC(=S)NCCc2ccccc2)cc1	2.4
O=S(=O)(NCCCCNS(=O)(=O)c1cccc2cccnc12)c1cccc2cccnc12	5.5*
Cc1nn(C(=O)CNS(=O)(=O)c2ccc(Cl)cc2)c(C)c1Sc1ccc(Cl)cc1	1.7
CC1CC(=S)Nc2ccccc2S1 (stereo not given)	-0.07
Cc1ccc(S(=O)(=O)Nc2sc3c(c2C(=O)O)CCCC3)cc1	-0.16
CCOC(=O)N1CCc2c(sc3[nH]c(=S)n(Cc4ccccc4)c(=O)c23)C1	2.7
CS(=O)(=NS(=O)(=O)c1ccc(S(=O)(=O)c2ccc(C(F)(F)F)cn2)s1)c1ccc(Cl)cc1 (stereo not given)	0.87
Cn1c(SCc2nc(-c3ccccc3)no2)nnc1-c1cccs1	3.1*
Cc1nnc(Sc2ncc([N+](=O)[O-])s2)n1-c1ccc(OCc2ccccc2)cc1	-0.49
Cc1csc2sc(-c3ccnc(SCc4ccccc4)n3)c(C)c12	0.18
O=S(=O)(c1ccc(Cl)cc1)N1CCc2sccc2C1c1ccc(Cl)cc1 (stereo not given)	-0.14

The list is partial (hit frequency here may not be typical).
